NCI-60 one-dose screen, 48 h, at 10 µM unless noted. Numbers give growth in % (100 = growth as untreated, 0 = no growth, -100 = all killed).
CCRF-CEM = CCRF-CEM leukemia | 77,000 tested, 7% active
HOP-92 = HOP-92 NSCLC cells. 71,000 tested, 6.3% active. AID 1794738
EKVX = EKVX NSCLC | AID 1794765 | 71,000 tested, 3% active
HOP-62 = HOP-62 NSCLC. 80,000 tested, 3.9% active. AID 1794735
A549/ATCC = A549/ATCC NSCLC; 81,000 tested, 3.7% active
RPMI-8226 = RPMI-8226 leukemia cells. 77,000 tested, 7.5% active
SR = SR leukemia cells | 73,000 tested, 8.7% active
MOLT-4 = MOLT-4 leukemia cells. 80,000 tested, 6.9% active. AID 1794779
An asterisk follows results filed as active; . = no result given; & = joins results of further samples. Rule for the calls: active = growth percent below 10; inactive = the rest. Outcome played no part in choosing rows (roughly 12% active in at least one column).

The opening ten compounds, ahead of the listing:
SMILES | CCRF-CEM | HOP-92 | EKVX | HOP-62 | A549/ATCC | RPMI-8226 | SR | MOLT-4
C#CCN1CC(=O)N2[C@@H](c3ccccc3)SC[C@H]2C1=O | 100.4 | . | 103.3 | 107.0 | 99.1 | 110.1 | 89.8 | 97.3
S=C(Nc1ccc(-c2nc(N3CCOCC3)c3cccn3n2)cc1)Nc1cccnc1 | 22.1 | -3.5* | 46.7 | 46.6 | 24.1 | 19.0 | 36.7 | 36.8
COc1cc(Cc2cc(-c3ccccc3)nn(C/C(=N/O)c3ccccc3)c2=O)cc(OC)c1OC | 72.3 | 65.4 | 64.9 | 87.1 | 58.7 | 37.6 | 69.1 | 47.4
Nc1cc(-c2ccccc2)ccc1O | 37.2 | . | 96.4 | 121.9 | 65.7 | -11.7* | 28.7 | 25.1
Clc1ccc(C2=NN(c3ccc(Cl)cc3)C(c3cccc(Nc4ccnc5cc(Cl)ccc45)c3)C2)cc1 (stereo not given) | 88.5 | 88.0 | 74.3 | 69.4 | 70.9 | 71.7 | 77.0 | 56.7
CC1CCCCC1CNCC1CCCCC1C (stereo not given) | 95.9 | . | 92.8 | 91.4 | 96.7 | 100.0 | . | .
Cn1ncc2c(=O)[nH]nnc21 | 98.1 | . | 99.6 | 119.3 | 112.3 | 113.2 | 99.5 | 100.4
OC(CBr)c1ccnc2ccccc12 (stereo not given) | 76.8 | 89.3 | 103.4 | 99.1 | 96.3 | 87.4 | 98.7 | 93.8
COC1C(CO)OC(OC2CC(C(C)C)C3(C)CCC4(C)C5C(=CCC4(C)C23)[C@@]23CC[C@H]4OC2O[C@@H]5CC3C4(C)C)C(O)C1O (stereo not given in full) | 77.1 | 97.2 | 96.8 | 86.2 | 86.3 | 83.2 | 65.0 | 54.4
FC(F)(F)c1cccc(/C=C/c2nn3c(-c4ccco4)nnc3s2)c1 | 107.4 | 87.6 | 91.6 | 104.7 | 90.1 | 99.8 | 79.8 | 103.4

Results, repeating the preview:
SMILES | CCRF-CEM | HOP-92 | EKVX | HOP-62 | A549/ATCC | RPMI-8226 | SR | MOLT-4
C#CCN1CC(=O)N2[C@@H](c3ccccc3)SC[C@H]2C1=O | 100.4 | . | 103.3 | 107.0 | 99.1 | 110.1 | 89.8 | 97.3
S=C(Nc1ccc(-c2nc(N3CCOCC3)c3cccn3n2)cc1)Nc1cccnc1 | 22.1 | -3.5* | 46.7 | 46.6 | 24.1 | 19.0 | 36.7 | 36.8
COc1cc(Cc2cc(-c3ccccc3)nn(C/C(=N/O)c3ccccc3)c2=O)cc(OC)c1OC | 72.3 | 65.4 | 64.9 | 87.1 | 58.7 | 37.6 | 69.1 | 47.4
Nc1cc(-c2ccccc2)ccc1O | 37.2 | . | 96.4 | 121.9 | 65.7 | -11.7* | 28.7 | 25.1
Clc1ccc(C2=NN(c3ccc(Cl)cc3)C(c3cccc(Nc4ccnc5cc(Cl)ccc45)c3)C2)cc1 (stereo not given) | 88.5 | 88.0 | 74.3 | 69.4 | 70.9 | 71.7 | 77.0 | 56.7
CC1CCCCC1CNCC1CCCCC1C (stereo not given) | 95.9 | . | 92.8 | 91.4 | 96.7 | 100.0 | . | .
Cn1ncc2c(=O)[nH]nnc21 | 98.1 | . | 99.6 | 119.3 | 112.3 | 113.2 | 99.5 | 100.4
OC(CBr)c1ccnc2ccccc12 (stereo not given) | 76.8 | 89.3 | 103.4 | 99.1 | 96.3 | 87.4 | 98.7 | 93.8
COC1C(CO)OC(OC2CC(C(C)C)C3(C)CCC4(C)C5C(=CCC4(C)C23)[C@@]23CC[C@H]4OC2O[C@@H]5CC3C4(C)C)C(O)C1O (stereo not given in full) | 77.1 | 97.2 | 96.8 | 86.2 | 86.3 | 83.2 | 65.0 | 54.4
FC(F)(F)c1cccc(/C=C/c2nn3c(-c4ccco4)nnc3s2)c1 | 107.4 | 87.6 | 91.6 | 104.7 | 90.1 | 99.8 | 79.8 | 103.4
O=C(NOC1OC(CO)C(O)C(O)C1O)Nc1ccc([N+](=O)[O-])cc1 (stereo not given) | 84.7 | 82.8 | 101.3 | 94.3 | 115.6 | 107.6 | 87.7 | 79.1
CCNC(=O)N1CCc2cc(OC)c(OCCc3ccc(OC)cc3)cc2C1c1ccc([N+](=O)[O-])cc1C (stereo not given) | 33.4 | . | 42.2 | 25.9 | 11.7 | 20.7 | 8.1* | 26.1
Cc1cc2c3ccccc3ncn2n1 | 106.2 | 100.1 | 96.9 | 95.3 | 95.6 | 97.0 | 79.8 | 91.5
CCOC(=O)/C(=C\c1ccc(C)cc1)C(C)=O | 99.6 | . | . | 107.8 | 97.7 | 99.4 | 100.8 | 106.2
CCCCCC(=N\N=C(N)N)/C(C)=N/N=C(N)N | 95.1 | 95.6 | 84.6 | 81.8 | 75.6 | 78.6 | 86.0 | 82.0
N#Cc1c(-c2ccccc2)nc(=S)[nH]c1Cl | 90.6 | 51.5 | 91.1 | 52.6 | 102.8 | 93.3 | 85.3 | 112.7
CCOc1ccccc1NC(=O)c1cc(-c2ccc(OC)cc2)n(-c2ccc(S(C)(=O)=O)cc2)n1 | 94.8 | 79.9 | 84.6 | 97.2 | 92.6 | 79.4 | 107.5 | 72.9
Cc1ccc(C2CC(c3cccs3)=NN2c2ccc(S(N)(=O)=O)cc2)s1 (stereo not given) | 80.6 | 75.2 | . | 95.6 | 71.2 | 65.3 | 82.2 | 89.2
COc1ccc(-c2cc(SCCCC(=O)O)cc(-c3ccc(Cl)cc3)c2)cc1 | 114.0 | 116.3 | 100.4 | 106.1 | 110.4 | 109.6 | 111.9 | 108.9
CCC1S(=O)(=O)OCCOS1(=O)=O | 105.0 | 108.0 | 111.0 | 108.8 | 104.5 | 102.9 | 59.6 | 102.0
COc1ccc(/C=C2\SC(=O)N(Cc3cc(=O)oc4ccc(Cl)cc34)C2=O)cc1 | 91.3 | 95.4 | 103.9 | . | 94.2 | 92.4 | 75.0 | 84.0
Cc1ccc(C(=O)c2ccc(O)cc2)cc1 | 101.6 | 89.2 | 117.3 | 96.2 | 116.7 | 101.7 | 102.5 | 104.8
NCCCN1CCCC1 | 91.0 | 94.8 | 90.9 | 100.5 | 104.4 | 104.7 | 73.9 | 93.3
CCCC(CC)(C(=O)Nc1ccc2nc(C)cc(N)c2c1)C(=O)Nc1ccc2nc(C)cc(N)c2c1 | 99.9 | 116.9 | 100.9 | 107.0 | 98.3 | 100.0 | 96.1 | 98.8
N#Cc1ccc(Nc2cc(Cl)nc(N)n2)cc1 | 106.0 | 101.3 | 88.4 | 111.2 | 98.6 | 98.0 | 88.7 | 77.9
SMILES | CCRF-CEM | HOP-92 | EKVX | HOP-62 | A549/ATCC | RPMI-8226 | SR | MOLT-4
Cc1ccc(-c2nc(C#N)c(S(=O)(=O)N3CCN(S(=O)(=O)c4ccccc4)CC3)o2)cc1 | -33.6* | -20.4* | 63.1 | 87.7 | 57.9 | -24.5* | -48.1* | -20.5*
Cc1nn(-c2ccccc2)c2nc(C)n(CC(=O)Nc3ccc(C(=O)N[C@@H](CCC(=O)O)C(=O)O)cc3)c(=O)c12 | 96.4 | 78.2 | 93.6 | 95.9 | 92.6 | 96.0 | 79.6 | 94.6
O=C(Nc1cc(=O)[nH]c(SCC(=O)N2CCN(c3cc4c(cc3F)c(=O)c(C(=O)O)cn4C3CC3)CC2)n1)c1ccccc1 | 53.6 | 114.0 | 92.6 | 105.3 | 92.1 | 70.1 | 50.8 | 77.6
Nc1nc2c(ncn2COC(CO)CO)c(=O)[nH]1 | 107.1 | 100.3 | 109.3 | . | 103.8 | 109.5 | 101.2 | 95.9
COc1cccc(NC(=O)Cn2cc(CN3CCN(c4ccnc5cc(Cl)ccc45)CC3)nn2)c1 | -45.1* | 41.2 | 76.7 | 71.6 | 87.9 | 48.0 | 97.2 | 50.0
CC1=C(C(=O)O)N2C(=O)[C@@H](NC(=O)[C@H](N)C3=CCC=CC3)C2SC1 (stereo not given in full) | 104.6 | 123.8 | 122.1 | 101.3 | . | 111.1 | 108.8 | 105.1
O=C(Nc1ccccc1C(=O)N/N=C/c1cc2ccccc2cn1)c1ccccc1 | 31.9 | 77.5 | 75.4 | 67.7 | 67.6 | 62.8 | 37.0 | 53.1
COc1ccc(OC)c(-c2nc(SCC(=O)c3ccccc3)nc(Nc3ccc(S(N)(=O)=O)cc3)c2C#N)c1 | 89.3 | 48.0 | 88.6 | 102.4 | 89.2 | 81.9 | 77.3 | 69.9
C=CC(c1ccccc1)c1nc2ccccc2s1 (stereo not given) | 111.1 | 66.8 | 71.4 | 85.9 | 90.4 | 72.5 | . | 99.7
O=C(Cn1c(/C=C/c2ccccc2)nc2ccccc2c1=O)Nc1ccc(Cl)cc1 | 85.6 | . | 98.6 | 57.9 | 33.8 | 86.8 | 87.6 | 86.9
COc1ccc(-c2cc(-c3ccc(Cl)cc3)c(C#N)c(=O)n2CCCCC(=O)O)cc1 | 108.9 | 113.4 | 93.4 | 106.2 | 109.7 | 102.9 | 65.2 | 103.3
O=C1C=CC(=O)N1c1ccc(Cl)cc1Cl | 53.6 | 89.3 | 102.9 | 96.5 | 102.2 | 96.2 | 97.6 | 86.6
Cc1ccc(C(=O)Nc2ccc(CN3CCN(C)CC3)c(C(F)(F)F)c2)cc1C#Cc1cncc2ncccc12 | -56.2* | -30.7* | -71.8* | -11.7* | -82.1* | -53.5* | . | -58.9*
CCN1C(=O)C(CC(=O)C(C)(C)C)C(c2ccc3c(ccc4ccccc43)n2)C1=O (stereo not given) | 91.7 | 60.6 | 89.3 | 100.6 | 93.1 | 80.9 | 68.5 | 89.9
O=C(CSc1nc2sc3c(c2c(=O)n1-c1ccc(Cl)cc1)CCCC3)N/N=C/C=C/c1ccccc1 | -33.7* | 10.0* | 39.7 | -71.3* | -18.3* | -0.7* | -23.2* | -24.4*
COc1ccc(S(=O)(=O)N2CC3(COC3)C2)cc1NC(=O)c1[nH]c(C)c2c1CCCCC2=O | 72.5 | 48.2 | 58.2 | 40.6 | 62.6 | 25.8 | 51.3 | 76.4
NCc1cc(Nc2ccnc3cc(Cl)ccc23)ccc1F | 66.3 | 66.5 | 90.7 | 83.6 | 84.2 | 79.5 | 39.9 | .
Cc1cc(C)c([N+](=O)[O-])c(O)c1 | 94.4 | 86.7 | 112.6 | 100.7 | 107.1 | 100.1 | 92.5 | 111.2
CCOC(=O)C1=C(C(=O)c2cccc3ccccc23)C(c2ccccc2[N+](=O)[O-])C(C(=O)c2cccc3ccccc23)=C(C(=O)OCC)N1 | 86.8 | 76.0 | 60.4 | 84.2 | 102.5 | 97.0 | . | 82.7
O=C(/C=C(O)/C=C/c1ccc2[nH]ccc2c1)/C=C/c1ccc2[nH]ccc2c1 | 77.7 | 80.9 | 98.5 | 91.8 | 89.2 | 35.5 | 17.9 | 69.9
C/C(=N\NC(=O)CC#N)c1cc2cc(Cl)ccc2o1 | 70.2 | -13.3* | 33.6 | 92.8 | 111.2 | 90.2 | 84.8 | 87.4
O=C(/C=C/c1ccc([N+](=O)[O-])cc1)c1cccc(Nc2nc(Nc3ccccc3)nc(Nc3ccccc3)n2)c1 | 46.2 | -2.8* | 65.1 | 69.2 | 72.7 | -60.2* | 55.8 | 46.4
CCc1cccc(OC(=O)CCl)c1 | 100.6 | 96.1 | 106.7 | 97.9 | 104.4 | 109.7 | 100.8 | 102.5
O=C(Nc1nccs1)c1ccc(COc2ccccc2)o1 | 103.3 | 94.9 | 91.2 | 94.6 | 95.9 | 97.7 | 86.1 | 95.6
CCOc1nc2cccc(C(=O)O)c2n1Cc1ccc(-c2ccccc2-c2nn[nH]n2)cc1 | 100.2&106.5 | 89.1 | 97.0&109.8 | 110.1 | 101.4&104.1 | 110.4&106.7 | 99.1&94.6 | 98.6&91.1
SMILES | CCRF-CEM | HOP-92 | EKVX | HOP-62 | A549/ATCC | RPMI-8226 | SR | MOLT-4
COC(=O)[C@H](Cc1c[nH]c2ccccc12)NC(=O)[C@H](Cc1ccccc1)NCc1ccco1 | 94.0 | 81.7 | 113.0 | 97.1 | 86.7 | 93.9 | 95.3 | 91.0
C#CCOc1ccccc1C(=O)NNc1ccc([N+](=O)[O-])cc1[N+](=O)[O-] | 91.3 | 73.8 | . | 105.1 | 90.8 | 79.4 | 94.8 | 87.7
CCOP(=O)(CCN1CCN(CCCCCOc2cc3c(cc2OC)C(=O)N2CCC[C@H]2C=N3)CC1)OCC | 11.0 | -47.9* | 98.2 | 108.8 | 93.9 | -10.5* | 28.7 | 19.9
CC(C)(O)C1c2ccccc2-c2ccccc21 | 100.1 | 109.6 | 97.3 | 91.7 | 90.4 | 110.9 | 97.0 | 93.9
CCCCCCCCCCCCCC#N | 101.2 | 95.8 | . | 101.2 | 96.0 | 108.0 | 107.1 | 96.7
Oc1ccccc1/C=N/c1ccccn1 | 116.3 | 76.9 | 111.8 | 111.9 | 103.6 | 78.0 | 104.4 | 101.6
COC(=O)c1cc(C)c(C)cc1NC1OC(CO)C(O)C1O (stereo not given) | 89.4 | . | 90.5 | . | 97.3 | 140.2 | 89.3 | .
O=C1C=CC(=Nc2cccc3c2C(=O)c2ccccc2-3)O1 | 79.6 | . | 107.3 | 98.6 | 91.7 | 82.2 | 74.4 | 87.0
CC1NC(C(=O)O)Cc2c1[nH]c1ccccc21 (stereo not given) | 106.5 | 102.3 | 99.5 | 109.2 | 119.3 | 106.3 | 127.3 | 103.2
COc1ccc(/C=N/OCC(O)CN2CCOCC2)cc1OC1CCCC1 (stereo not given) | 109.6 | 90.1 | 85.4 | 100.5 | 99.0 | 103.6 | 88.4 | 107.0
CC(=O)OCCN1C=C(S(C)(=O)=O)C2=NCCCN2C1=O | 103.0 | 105.3 | 90.5 | 104.5 | 99.6 | 101.5 | 97.0 | 104.7
COc1ccc(-c2cc(-c3cccnc3)[nH]c(=O)c2C#N)cc1 | 101.6 | 87.0 | 102.5 | 87.1 | 101.8 | 100.4 | . | .
O=C1NC(=O)C23C=CC(O2)C2(O)CCCc4cccc(c42)N13 (stereo not given) | 98.6 | 111.7 | 100.5 | 96.7 | 105.7 | 101.0 | 98.6 | 99.0

Bioassay records as filed in PubChem.
